# TAAR1 antag: human TAAR1 antagonism | AID 624466 | inhibition, % at 3 µM | Q96RJ0 | CHO RD-HGA16 TAAR1, Fluo-8 calcium fluorescence, antagonist | 1.5% of 360,000 active;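 active = inhibition above a per-plate cutoff, the mean inhibition of test compounds on that plate plus 3 SD, cut at about 49% in these data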;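 note: 0% = DMSO plus EC80 beta-PEA response and 100% = DMSO alone without agonist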
# Target sequence (Q96RJ0 whole entry, looked up): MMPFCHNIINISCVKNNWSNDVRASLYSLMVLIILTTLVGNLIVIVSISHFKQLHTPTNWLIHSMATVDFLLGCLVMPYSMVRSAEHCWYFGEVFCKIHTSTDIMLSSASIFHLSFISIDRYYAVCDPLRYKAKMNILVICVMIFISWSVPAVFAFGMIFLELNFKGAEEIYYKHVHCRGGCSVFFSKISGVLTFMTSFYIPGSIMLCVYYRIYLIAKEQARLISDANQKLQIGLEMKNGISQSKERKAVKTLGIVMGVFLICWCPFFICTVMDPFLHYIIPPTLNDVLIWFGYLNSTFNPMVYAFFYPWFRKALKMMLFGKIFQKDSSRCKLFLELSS
#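 Test system: CHO RD-HGA16 cells bearing hTAAR1 | Reagent: β-PEA, EC80 | Compound dosing: 3 µM, single point | Schedule: Dye loading 75 min at 37 °C, then 30 min room temperature | Signal: Calcium fluorescence with Fluo-8 | Evaluation: Percent inhibition of PEA-evoked calcium signal, max/basal emission ratio | Control set: DMSO-only wells and EC80 β-PEA-stimulated wells | Repeats: Singlicate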
# OXTR ag: activates the human oxytocin receptor; CHO-OTR cells, Fluo-8 calcium fluorescence; normalized: DMSO 0%, oxytocin 100%; activation, % at 3 µM; 0.32% of 320,000 active; AID 2435;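 active = activation above the mean of all tested compounds plus 3 SD, cutoff set per screening run, cut at about 20% in these data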;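 note: peak over basal fluorescence ratio from a 100 s FLIPR kinetic read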
# Target sequence (P30559 whole entry, looked up): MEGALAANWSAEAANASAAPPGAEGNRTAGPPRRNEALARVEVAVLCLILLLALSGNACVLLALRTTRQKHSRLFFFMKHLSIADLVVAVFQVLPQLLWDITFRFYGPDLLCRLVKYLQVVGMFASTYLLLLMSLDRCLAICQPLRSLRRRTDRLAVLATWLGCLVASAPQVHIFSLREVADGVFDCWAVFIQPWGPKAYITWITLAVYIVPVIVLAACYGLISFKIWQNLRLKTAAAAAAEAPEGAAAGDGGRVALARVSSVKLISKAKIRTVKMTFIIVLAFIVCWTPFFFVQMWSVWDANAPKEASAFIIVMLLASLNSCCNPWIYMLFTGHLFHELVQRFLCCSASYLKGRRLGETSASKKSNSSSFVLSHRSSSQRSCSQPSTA
# M1 ag parental: M1 agonist counterscreen hit in parental CHO-K1 cells. Fluo-8 calcium fluorescence; scaled to maximal ATP response, vehicle zero. activation, % at 3 µM. 0.48% of 360,000 active; in the data active = activation above about 15%;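 note: untransfected CHO-K1 host cells lacking M1 receptor as counterscreen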
# V1aR counter: activates human V1a receptor in oxytocin agonist counter-screen | activation, % at 3 µM | CHO-V1R cells, Fluo-8 calcium fluorescence, agonist mode; 0% DMSO, 100% 3 nM vasopressin | 0.25% of 320,000 active;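 active = activation above the mean activation of all tested compounds plus 3 SD, per screening run, cut at about 20% in these data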;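 note: signal is peak over basal fluorescence ratio across a 100 second FLIPR read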
# GPR7 antagonist: human neuropeptides B/W receptor 1 antagonism. P48145. GPR7-expressing cells, fluorescence antagonist assay. inhibition, % at 4.4 µM. 1.1% of 290,000 active. AID 1861; in the data active = inhibition above about 16%, passing the limit was not always enough;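 note: cells stimulated with the agonist NPW; 0% = agonist with vehicle and 100% = vehicle without agonist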
# CHO-K1 Ca antag: counter-screen for M1 antagonists: effect in parental CHO-K1 cells; ATP-induced calcium, Fluo-8 fluorescence; inhibition, % at 3 µM; 0.6% of 360,000 active; AID 602250;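 active = inhibition above a per-plate cutoff, the plate's mean sample inhibition plus 3 SD, cut at about 24% in these data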;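 note: 0% = DMSO plus EC80 ATP and 100% = DMSO alone without ATP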
# CHO parental Ca: signal in parental CHO cells, OX1R antagonist counter-screen; parental CHO-K1, ATP-induced calcium, Fluo-8 fluorescence; inhibition, % at 5.6 µM; 0.63% of 330,000 active; AID 463079;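 active = inhibition above that plate's mean sample inhibition plus 3 SD, cut at about 26% in these data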;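 note: 0% = ATP-challenged DMSO wells and 100% = DMSO wells without ATP; some compounds past the cut are filed as inactive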
#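 Material: parental CHO cells / Compound: single nominal dose of 5.6 µM per compound / Signal: Fluo-8 fluorescence / Replicates: singlicate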
# CHO-K1 Ca PAM: M1 PAM counterscreen hit in parental CHO-K1 cells; ATP EC20, Fluo-8 calcium fluorescence; 0% at ATP EC20, 100% at ATP max; activation, % at 3 µM; 0.02% of 360,000 active; AID 602247;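 active = activation above the run cutoff, the mean activation of all test compounds plus 3 SD, cut at about 40% in these data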;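 note: peak over basal fluorescence ratio in a 140 s read after ATP addition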
# OXTR potentiate: potentiates the human oxytocin receptor response; P30559; CHO-OTR cells, Fluo-8 calcium fluorescence, potentiator mode; 0% = oxytocin EC15, 100% = EC100; 0.061% of 320,000 active; activation, % at 3 µM;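 active = activation above that plate's cutoff, the mean activation of tested compounds plus 3 SD, cut at about 6.6% in these data, passing the limit was not always enough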;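 note: 100% uses oxytocin at 75 nM as the full agonist control; some results filed as inactive read as strong as hits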
#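 Replication – single well per compound, singlicate · Assay system – CHO cell line stably expressing human OTR · Timing – 6 min pre-incubation, 100 s read · Measure – normalized max/min fluorescence ratio, % activation · Doses – 3.0 µM, one dose · Detection – Fluo-8 calcium dye fluorescence · Probe or stimulus – oxytocin near EC15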
# An asterisk follows results filed as active; · = no result given.
1) COC(=O)c1ccc(CSc2nnc(N)s2)o1
2) CCN(CC)P(=O)(c1ccccc1)c1c(C)nc2ccccn12 (stereo not drawn)
3) CCOC(=O)NNC(=S)Nc1c(C)n(C)n(-c2ccccc2)c1=O
4) O=C(Nc1ccc(Cl)cc1)N1CCC(c2nc(-c3ccccc3Cl)no2)CC1
5) Cc1cc(C)c(NC(=S)NCC2CCN(C(C)c3ccccc3)C2)c(C)c1 (stereo not drawn)
6) O=C(CC1SC(=NCC2CCCO2)NC1=O)Nc1cc([N+](=O)[O-])ccc1Cl (stereo not drawn)
7) NC(=O)c1ccc(N2CCN(c3ccccc3O)CC2)c([N+](=O)[O-])c1
8) COC(=O)c1cccc(S(=O)(=O)N2CCC(n3nnc4cc(F)ccc43)CC2)c1

Assay by compound	1	2	3	4	5	6	7	8
V1aR counter	-0.1	-0.6	-0.1	6.0	0.3	0.6	13	8.4
CHO-K1 Ca antag	-11	-15	-10	10	-16	-9	-8	0
GPR7 antagonist	3	-2	-11	1	-10	-5	16	-8
TAAR1 antag	-6	-1	-11	32	-2	8	1	6
M1 ag parental	0.0	2.1	0.1	5.8	1.1	0.9	11	1.2
CHO-K1 Ca PAM	4	14	9	6	12	6	9	4
OXTR potentiate	-3	-6	1	-22	-23	0	-26	-14
CHO parental Ca	-3	3	-3	37*	-34	-6	8	-7
OXTR ag	0.0	0.6	0.3	5.8	-0.7	1.1	13	5.3

9) O=C(O)CCCNc1ccc(S(=O)(=O)N2CCCCC2)cc1
10) CCNCc1ccc(OCc2cccs2)c(OCC)c1
11) CN(C)C(=S)SCC(=O)Nc1ccc(Cl)cc1Cl
12) Cc1cccc(-c2noc(CCC(=O)NCc3ccco3)n2)c1
13) OCC1OC(n2cnc3c(SCc4ccccc4)nc(NO)nc32)C(O)C1O (stereo not drawn)
14) Nc1ccc(S(=O)(=O)c2cccc(N)c2)cc1
15) Cc1ccc(NC(=O)c2cccc(NC3=NC4CS(=O)(=O)CC4S3)c2)cc1C (stereo not drawn)
16) Nc1nc(SCC(=O)NCc2ccccc2Cl)[nH]c(=O)c1NC(=O)c1ccccc1F

Assay by compound	9	10	11	12	13	14	15	16
V1aR counter	-0.4	-0.2	-0.1	1.6	·	0.5	0.4	0.7
CHO-K1 Ca antag	-5	-10	3	-21	-15	-3	-7	2
GPR7 antagonist	-1	-6	-6	0	·	-13	-6	-1
TAAR1 antag	0	4	4	12	-9	-4	-12	9
M1 ag parental	0.0	0.8	7.3	2.7	0.5	0.3	-0.5	-0.7
CHO-K1 Ca PAM	2	2	20	6	12	18	2	1
OXTR potentiate	-5	-4	7	-2	·	-1	-4	-8
CHO parental Ca	1	-14	-14	-11	·	-3	-5	0
OXTR ag	0.3	1.4	-2.1	0.9	·	1.1	0.1	-0.3

17) Cc1cc(C)cc(NC(=O)Nc2ccc3c(c2)N(C)C(=O)CS3)c1
18) Cc1ccc(C)c(NC(=O)c2sc(Cl)nc2-c2ccccc2)c1
19) CCCCNC(=O)C1(C)CCCCN1C(=O)c1ccc(F)c(C)c1 (stereo not drawn)
20) CCc1nonc1NC(=O)c1oc2ccc(F)cc2c1C
21) CCOC(=O)c1ccc(NC(=O)Cn2nc(C)c3ccccc3c2=O)cc1
22) Cc1nc(N2CCCCC2)sc1C(=O)c1ccc(Cl)c([N+](=O)[O-])c1
23) O=C(CCNc1cccc(Cl)c1)c1ccco1
24) COc1cccc2cc(C(=O)Nc3cc(C)cc(C)c3)/c(=N/NS(=O)(=O)c3ccccc3)oc12

Assay by compound	17	18	19	20	21	22	23	24
V1aR counter	5.5	-1.2	·	-0.5	-0.4	-1.7	-0.1	0.4
CHO-K1 Ca antag	21	-12	6	-9	-2	·	-20	-1
GPR7 antagonist	25*	-8	·	-23	-5	-8	-6	-7
TAAR1 antag	82*	-13	-18	-6	9	·	6	-12
M1 ag parental	13	-0.7	0.3	0.5	1.3	·	0.7	-0.3
CHO-K1 Ca PAM	-2	7	10	-11	12	·	14	1
OXTR potentiate	-10	-7	·	3	3	-7	-6	2
CHO parental Ca	34*	-33	·	20	-22	-31	0	-5
OXTR ag	4.4	-2.1	·	-0.9	0.0	-2.2	-0.5	0.4

25) Cc1sc2nc[nH]c(=S)c2c1-c1ccccc1
26) O=C(COc1ccccc1)Nc1nn[nH]n1
27) Cc1nc(N2CCN(c3ccccn3)CC2)c2c(C)c(C(=O)Nc3ccc(F)cc3)sc2n1
28) CC(C)N(CC(N)=O)C(=O)Cc1coc2cc3c(cc12)CCC3
29) CCOC(=O)C1CCCN(C(=O)c2cccc(NC(=O)C(CC)CC)c2)C1 (stereo not drawn)
30) Cc1ccsc1/C=N/NC(=O)c1cccnc1
31) COc1ccc([C@@H]2COc3c(ccc4c3C=CC(C)(C)O4)C2)c(OC)c1
32) O=C(O)C(Oc1ccc(Cl)cc1)c1ccc(Cl)cc1 (stereo not drawn)

Assay by compound	25	26	27	28	29	30	31	32
V1aR counter	2.4	0.0	0.1	0.3	-1.0	0.1	0.4	·
CHO-K1 Ca antag	-7	-7	-4	3	24*	1	-1	-5
GPR7 antagonist	27*	-4	-5	-5	-8	-17	·	·
TAAR1 antag	-5	-3	58*	-36	18	-11	3	-1
M1 ag parental	7.8	0.4	1.2	0.7	-0.3	0.9	0.8	0.2
CHO-K1 Ca PAM	22	19	11	25	-19	2	2	1
OXTR potentiate	-3	-5	-8	0	-35	-9	-1	·
CHO parental Ca	0	-5	-17	-7	-18	-1	2	·
OXTR ag	1.2	-0.1	-1.8	0.3	-2.0	0.1	0.1	·

33) COCC1=C(C(=O)OC)C(c2ccco2)n2ncnc2N1 (stereo not drawn)
34) Cc1ccc(OCC(=O)N/N=C\c2ccc(C)o2)c([N+](=O)[O-])c1
35) COC(=O)C1=C(C(=O)OC)[C@@H]2Nc3ccccc3[C@@]23C[C@@H](C(=O)OC)N(C(=O)c2ccco2)C3=N1
36) COC(=O)c1cncc(O)c1
37) O=[N+]([O-])c1ccc(/C=N/NC2=NS(=O)(=O)c3ccccc32)cc1
38) COc1ccc(CCNc2oc(-c3ccc(OC)c(OC)c3)nc2C#N)cc1
39) Cn1cncc1C#Cc1ccc2cc(C(C)(C)O)oc(=O)c2c1
40) Cc1cccc([C@@H]2[C@@H]3C(=O)N(Cc4ccccc4)C(=O)[C@@H]3[C@]3(C)C(=O)N(c4ccc(Br)cc4)C(=O)N23)c1

Assay by compound	33	34	35	36	37	38	39	40
V1aR counter	4.1	·	0.0	1.2	0.5	-1.2	0.4	0.4
CHO-K1 Ca antag	-5	-4	-15	-4	1	-4	-16	-23
GPR7 antagonist	-11	-3	·	-7	5	-9	·	16
TAAR1 antag	-19	-2	3	2	7	7	-5	·
M1 ag parental	-0.2	0.6	0.7	-0.6	-0.1	1.4	1.8	0.7
CHO-K1 Ca PAM	9	5	14	-3	-7	11	3	-3
OXTR potentiate	-6	·	1	-9	-11	4	0	-6
CHO parental Ca	9	·	-16	4	-2	-22	-8	-16
OXTR ag	0.8	·	0.8	1.9	-0.3	-1.4	1.6	1.1

41) FC(F)(F)c1cccc(-n2c(Cn3nnc4ccccc43)n[nH]c2=S)c1
42) Cc1nonc1C(=O)N/N=C/c1ccncc1
43) O=CNCCc1nc2ccccc2n1CCc1ccccc1
44) Brc1cccc(-c2nc3c4ccccc4ccn3c2Cc2ccccc2)c1
45) COc1ccc(CC(=O)NC2CCCc3ccccc32)cc1 (stereo not drawn)
46) CC1(C)CC(=O)C=C(c2cccc(OC(=O)c3ccc(-c4ccccc4)cc3)c2)C1=O
47) Cc1noc(C)c1NC(=O)Nc1ccc2c(c1)C(=O)N([C@H](C)CO)C[C@H](C)[C@@H](CN(C)C(=O)Nc1c(C)noc1C)O2
48) COc1cccc(C(=O)NC2CCCc3c2cnn3-c2cc(C)cc(C)c2)c1 (stereo not drawn)
49) NC(=O)CSc1nnc2n(-c3ccccc3)c(=O)c3c4c(sc3n12)CCCCC4

Assay by compound	41	42	43	44	45	46	47	48	49
V1aR counter	0.0	0.1	0.0	·	0.1	·	0.8	·	1.5
CHO-K1 Ca antag	-3	-6	-7	-8	-2	-10	-13	16	-4
GPR7 antagonist	-9	-10	-1	·	-6	·	·	-7	9
TAAR1 antag	-10	-9	-6	-41	-18	-32	-3	-10	-9
M1 ag parental	1.1	0.1	0.4	0.6	4.8	0.4	0.5	1.1	2.0
CHO-K1 Ca PAM	9	17	10	8	2	21	19	2	14
OXTR potentiate	-10	-2	-4	·	-6	·	-3	·	1
CHO parental Ca	-4	-8	-10	·	-14	·	-5	·	-14
OXTR ag	0.1	0.5	-0.5	·	-1.9	·	0.2	·	0.1

# Of the compounds above, these have a Cl atom.
4) O=C(Nc1ccc(Cl)cc1)N1CCC(c2nc(-c3ccccc3Cl)no2)CC1
6) O=C(CC1SC(=NCC2CCCO2)NC1=O)Nc1cc([N+](=O)[O-])ccc1Cl (stereo not drawn)
11) CN(C)C(=S)SCC(=O)Nc1ccc(Cl)cc1Cl
16) Nc1nc(SCC(=O)NCc2ccccc2Cl)[nH]c(=O)c1NC(=O)c1ccccc1F
18) Cc1ccc(C)c(NC(=O)c2sc(Cl)nc2-c2ccccc2)c1
22) Cc1nc(N2CCCCC2)sc1C(=O)c1ccc(Cl)c([N+](=O)[O-])c1
23) O=C(CCNc1cccc(Cl)c1)c1ccco1
32) O=C(O)C(Oc1ccc(Cl)cc1)c1ccc(Cl)cc1 (stereo not drawn)

Assay by compound	4	6	11	16	18	22	23	32
V1aR counter	6.0	0.6	-0.1	0.7	-1.2	-1.7	-0.1	·
CHO-K1 Ca antag	10	-9	3	2	-12	·	-20	-5
GPR7 antagonist	1	-5	-6	-1	-8	-8	-6	·
TAAR1 antag	32	8	4	9	-13	·	6	-1
M1 ag parental	5.8	0.9	7.3	-0.7	-0.7	·	0.7	0.2
CHO-K1 Ca PAM	6	6	20	1	7	·	14	1
OXTR potentiate	-22	0	7	-8	-7	-7	-6	·
CHO parental Ca	37*	-6	-14	0	-33	-31	0	·
OXTR ag	5.8	1.1	-2.1	-0.3	-2.1	-2.2	-0.5	·

# High-throughput results: PubChem BioAssay, The Scripps Research Institute Molecular Screening Center
